Screening data deposited in PubChem BioAssay by IUPUI and University of Michigan.
ST2 inh – IL1RL1 inhibition | Q01638 | AlphaLISA ST2-Fc/biotin-IL-33 interaction, 1 h | inhibition, % for hits at 17 µM | 2.3% of 78,000 active | AID 1259354; in the data active means inhibition above about 30%; inconclusive means mostly about 10% to 28%
Target sequence (Q01638 whole entry, looked up): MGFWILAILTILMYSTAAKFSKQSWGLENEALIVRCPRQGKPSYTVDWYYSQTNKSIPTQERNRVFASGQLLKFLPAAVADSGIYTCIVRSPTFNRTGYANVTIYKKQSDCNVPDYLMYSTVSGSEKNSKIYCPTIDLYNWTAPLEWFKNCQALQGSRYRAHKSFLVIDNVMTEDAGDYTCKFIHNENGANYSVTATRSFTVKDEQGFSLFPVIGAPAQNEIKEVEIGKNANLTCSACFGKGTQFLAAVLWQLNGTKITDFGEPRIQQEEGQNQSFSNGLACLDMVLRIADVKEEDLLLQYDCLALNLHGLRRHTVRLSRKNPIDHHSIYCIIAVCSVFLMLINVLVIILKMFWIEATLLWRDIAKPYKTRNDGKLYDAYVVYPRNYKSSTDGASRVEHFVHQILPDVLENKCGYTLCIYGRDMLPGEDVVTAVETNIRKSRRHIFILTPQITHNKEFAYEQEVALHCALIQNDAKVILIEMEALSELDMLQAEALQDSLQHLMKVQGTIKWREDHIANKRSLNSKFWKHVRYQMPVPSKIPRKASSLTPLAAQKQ
* marks the source's active call; other numbers are inactive results; i = inactive; ? = inconclusive; ! = not confirmed by another sample.

Molecule,ST2 inh
O=C(CCN1CCCCO1)N(Cc1ccc2c(c1)OCO2)C1CCCC1,?
CCC(Sc1nc2ccccc2c2nc3ccccc3n12)C(=O)NCCCOC (stereo unspecified),i
Nc1nc(-c2ccccc2)c(-c2ccccc2)s1,i
COc1ccccc1-n1cc(C(=O)NCC2(C)CC(C)=NO2)cn1 (stereo unspecified),i
COc1nc(N)c(C#N)c(-c2ccc(N(C)C)cc2)c1C#N,i
O=C(C1CCCCC1)N1CCn2c1nc1ccccc12,?
Cc1cc(N2CCOCC2)nc2ccc(NC(=O)CCC(=O)N3CCC(C)CC3)cc12,i
COCCN(Cc1ccc2c(c1)CCO2)CC1CCCN(C2Cc3ccccc3C2)C1 (stereo unspecified),i
O=S(=O)(c1cccs1)N1CCN(c2ccccn2)CC1,i
O=C(CN(C1CCCCC1)S(=O)(=O)c1ccc(Cl)cc1)NCc1cccnc1,i
CN1CCN(C/C=C/c2ccc(N(C)C)cc2)CC1,i
COc1ccccc1NC(=O)C1=C(C)Nc2nnnn2C1c1cccc(Cl)c1 (stereo unspecified),i
CN(CCNC(=O)C1CC(=O)N(C2CCCC2)C1)S(C)(=O)=O (stereo unspecified),?
C=CCc1cc(C(=O)N2CC[C@H](O)[C@@H](O)C2)ccc1OC,?
CN1CCCC(CCNC(=O)CCC(=O)N2CCCCCC2)C1 (stereo unspecified),i
COc1ccccc1N1C(=O)CC(N2CCN(c3ccc(F)cc3)CC2)C1=O (stereo unspecified),i
Cc1cccnc1CC(C)NC(=O)c1c(O)cccc1O (stereo unspecified),?
CCN(Cc1nc(C(C)C)cs1)CC1CCCN(CCc2cccc(OC)c2)C1 (stereo unspecified),?
Cc1ccc(N=Cc2nc(-c3ccccc3)oc2O)c(Br)c1,i
CCc1ncc(C(=O)N2CCN(Cc3ncccc3C)CC2)cn1,?
Cc1cccn2c(=O)c3cc(C(=O)NCCN4CCOCC4)c(=N)n(CCOCCO)c3nc12,i
O=C(c1cc(COc2ccc(F)c(F)c2)on1)N1CCC(c2ccccc2F)C1 (stereo unspecified),i
COCCN(Cc1ccccc1F)Cc1coc2ccc(C)cc2c1=O,i
COc1ccc(S(=O)(=O)N2CCN(C(c3ccccc3)c3ccccc3)CC2)cc1,i
Nc1cc(C(=O)c2ccc(O)c(N)c2)ccc1O,?
CC(=O)Nc1ccc(CN2CCOc3ccc(C4=CCCCC4)cc3C2)s1,i
O=C(CSc1ccccn1)Nc1cccc(NC(=O)CSc2ccccn2)n1,i
O=[N+]([O-])c1cccc(C(=Nc2ccccc2)NO)c1,i
CC(=O)NC1=NN(C(C)=O)C(C)(c2cccc(Br)c2)S1 (stereo unspecified),i
Cc1ccccc1C(C(=O)N1CCCOCC1)N(C)C (stereo unspecified),?
CC(=O)Nc1cccc(-c2ccc(Cn3ccnc3)cc2)c1,i
O=C(c1cccc(F)c1)N1CCCC(c2n[nH]c(=O)n2-c2ccccc2)C1 (stereo unspecified),i
Cc1cc(=O)oc2cc(OC(C)C(=O)O)ccc12 (stereo unspecified),i
COc1ccc(S(=O)(=O)Cc2ccc(C(=O)NCc3ccccn3)o2)cc1,i
COc1ccc2cc3cc(C(=O)Nc4cc(C)ccc4OC)oc3nc2c1,?
N#CCSc1nnc(-c2ccccc2)c2ccccc12,i
COc1ccc(C(=O)Nc2c3c(nn2-c2ccc(F)cc2)CS(=O)C3)cc1OC (stereo unspecified),i
Cc1cc(C)c(S(=O)(=O)NCc2ccncc2)cc1C,i
CC(C)Cn1ncc2c1NC(=O)CC2c1ccccc1-c1ccco1 (stereo unspecified),i
CSc1ccc(CC2(CCC(=O)N3CCN(c4ncc5ccccc5n4)CC3)CCC(=O)N2)cc1 (stereo unspecified),i

Looked up by structure from the list above, 4 records:
Molecule,ST2 inh
O=C(c1cc(COc2ccc(F)c(F)c2)on1)N1CCC(c2ccccc2F)C1 (stereo unspecified),i
CC(C)Cn1ncc2c1NC(=O)CC2c1ccccc1-c1ccco1 (stereo unspecified),i
CC(=O)Nc1cccc(-c2ccc(Cn3ccnc3)cc2)c1,i
N#CCSc1nnc(-c2ccccc2)c2ccccc12,i

Remaining list, next part:
Molecule,ST2 inh
O=C(c1cccn2c(=O)c3c4c(sc3nc12)CCCC4)N1CCC2(CC1)OCCO2,i
Cc1ccc(CNC(=O)NCCc2nc3cccnc3n2Cc2ccc(C)cc2)cc1,i
c1ccc(COC2CCCN(Cc3cnc(-c4cccs4)nc3)C2)nc1 (stereo unspecified),?
O=c1c2cnn(-c3ccccc3)c2ncn1Cc1ccccc1,i
O=C1CCCN2N=C(SCC(=O)OCc3ccccc3)SC2=N1,i
CCC(CC)N(CCc1ccccc1)C(=O)c1cnc(C)[nH]c1=O,i
COc1ccc(C2CC(C(F)(F)F)n3nc(C(=O)N4CCCC4)c(Cl)c3N2)cc1OC (stereo unspecified),i
Cc1[nH]c2ccc(CNC(=O)c3ccccc3-c3ncc[nH]3)cc2c1C,?
CCn1c(CC2CCN(Cc3ccc(NC(C)=O)cc3)CC2)nn(C)c1=O,?
Cc1ccc2nc(CCNC(=O)CN3C(=O)CCc4cc(S(=O)(=O)N5CCCC5)ccc43)[nH]c2c1,i
O=C(C1c2ccccc2Oc2ccccc21)N1CCN=C1SCc1ccccc1F,?
Cc1nnc(Nc2ccc3c(c2)OCCO3)[nH]c1=O,i
Cc1[nH]c2ccccc2c1SCCNC(=O)C(C)(C)C,?
COc1ccc(-c2nc(C(N)=O)c3c(n2)n(-c2ccc(F)cc2)c(=O)n3C)cc1,i
Cc1cc(C)n(Cc2ccc(C(=O)N3CCC4(CN(C)C(=O)O4)C3)cc2)n1 (stereo unspecified),i
CSc1cccc(NS(=O)(=O)c2ccc3c(c2)CCN3C(=O)C2CC2)c1,i
O=C(CC1C(=O)NCCN1Cc1ccoc1)NCCC1=CCCCC1 (stereo unspecified),i
OCCOc1ccccc1CN1CCOC(c2ccc(Cl)c(Cl)c2)C1 (stereo unspecified),i
COc1cccc(NC(=O)Nc2nnc(Cc3ccccc3F)s2)c1,i
COCCCN1C(=O)N(Cc2ccccn2)C(=O)C12CCN(Cc1cc3ccccc3o1)CC2,?
COc1ccccc1NC(=O)/C(=C\c1ccc(OC)c(OC)c1)NC(=O)c1ccccc1,?
CCSc1nc2c(c(=O)n1-c1ccc(C)cc1)SCC2,33%*!
COc1ccc(N2CCN(Cc3nc4c(c(=O)[nH]c(=O)n4C)n3CC(N)=O)CC2)cc1,i
Cc1ccc(C2CC(C(F)(F)F)n3nc(CO)cc3N2)cc1 (stereo unspecified),i
O=C1NCCN(Cc2cccs2)C1CC(=O)N1CCCCCC1 (stereo unspecified),i
Cc1ccc2c(c1)C(C1C(=O)CC(C)(C)CC1=O)c1ccccc1O2 (stereo unspecified),i
Oc1ccc(-c2nnc(-c3ccc(O)cc3)nn2)cc1,?
COc1cccc(O)c1-c1cc(=O)c2c(O)c(OC)c(OC)c(OC)c2o1,i
Nc1nc2n(n1)C(c1ccc(Cl)cc1)CC(c1ccc(F)cc1)N2 (stereo unspecified),?
COc1ccc(OC)c(C(=O)c2ccc(C(=O)Nc3cccc([N+](=O)[O-])c3)cc2)c1,i
CN(Cc1cc(C2CC2)n[nH]1)C(=O)c1cc(Cn2cnc3ccccc32)on1,i
CC(=O)N(CCCN(C)C)Cc1ccc(C(C)C)cc1,i
FC(F)(F)c1cc(-c2ccc(Cl)cc2)nc(-n2ccnc2)n1,i
O=C(NCC1=CCCCC1)C(c1cccnc1)N1CCOCC1 (stereo unspecified),i
Clc1ccc(-c2nc3cnccn3c2Nc2ccc3c(c2)OCO3)cc1,?
O=Cc1ccc(OCc2cccc(F)c2)cc1,i
Cc1cccc(Cc2c(C)nc3nc(SCC(=O)NCCC(C)C)nn3c2C)c1,i
O=C(NCc1scnc1-c1ccccc1)c1cn(CCc2ccccc2)nn1,i
Fc1cccnc1CN1CCN(C(c2ccccc2)c2ccccc2)CC1,?
COc1ccc(OCC(=O)N2CCCC(Nc3ccc(C)c(C)c3)C2)cc1 (stereo unspecified),?
COC(=O)COc1ccc2oc(C)c(C(=O)OC(C)C)c2c1,i
COc1cc2ccccc2cc1C(=O)Nc1nc(-c2cc3ccccc3oc2=O)cs1,i
COc1ccc(CNC(=O)c2cc3cc4ccc(C)cc4nc3s2)cc1,?
Cc1oc(-c2ccccc2Cl)cc1C(=O)N1CCCCC1CO (stereo unspecified),i
CCC1CN(Cc2ccc(S(=O)(=O)NC)cc2)CCN1C(C)C (stereo unspecified),i
Cc1cc(C)n(-c2nn[nH]n2)n1,i
N#Cc1c(C(F)(F)F)cc(-c2cccs2)nc1SCC(=O)Nc1ccc(C(N)=O)cc1,?
CCOc1ccc(S(=O)(=O)N2CCSC2c2cc(OC)ccc2OC)cc1 (stereo unspecified),i
O=C(CN1CCN(Cc2ccccc2F)C1=O)NCc1ccccn1,i
O=C(CN1C(=O)/C(=C\c2cccc(Cl)c2)Sc2ccccc21)NCc1cccnc1,i
COc1cc2c(cc1OC)CN(C(=O)C1CCC(=O)N(Cc3ccccn3)C1)CC2 (stereo unspecified),i
Cn1ccnc1C1CCCCN1C(=O)CC1(c2ccccc2)CC(=O)N(CCc2ccccn2)C1=O (stereo unspecified),?
c1ccc2nc(C3=NCCN3)ccc2c1,i
CCc1ccccc1N=Cc1[nH]c2ccc(Br)c(Cl)c2c1O,?
Cc1cc2ccccc2n1CCNC(=O)C(C)(C)Oc1ccc(Cl)cc1,?
O=C(c1ccc2c(c1)C1C=CCC1C(c1cccc([N+](=O)[O-])c1)N2)N1CCCCC1 (stereo unspecified),38%*
CC(=O)N1CCN(c2ccc(NC(=O)c3cc(Br)ccc3Cl)cc2)CC1,i
O=C(NCCSCc1ccco1)c1ccc(Br)cc1,i
COc1ccc(Oc2c(C(F)(F)F)oc3c(CN4CCCCC4C)c(O)ccc3c2=O)cc1 (stereo unspecified),i
CC(C)NC(=O)N1CCC[C@@H](O)[C@H](NC(=O)c2ccc(OCc3ccccc3)cc2)C1,i

(more compounds)
| SMILES | ST2 inh |
| --- | --- |
| Cc1nn(CCO)c(C)c1CN1C[C@@H]2[C@H](C1)[C@H]1CC[C@@H]2O1 | i |
| Cc1ccccc1/C=C/C1=NCCN1 | i |
| COc1ccc(C(=O)CC(=O)c2ccccc2)cc1 | ? |
| CCOc1ccc(S(=O)(=O)Nc2c(Cl)cccc2C(F)(F)F)c2cccnc12 | i |
| CN(Cc1ccc2ncccc2c1)CC1CCC(N)CC1 (stereo unspecified) | i |
| COc1ccc(C2CC(=O)C3=C(C2)Nc2ccccc2NC3c2ccccc2Cl)cc1 (stereo unspecified) | i |
| COc1cccc(NS(=O)(=O)c2cccc3cccnc23)c1 | i |
| N#C/C(=C\c1ccc2c(c1)OCO2)c1nc2ccccc2[nH]1 | i |
| COc1ccc(NC(=O)N[C@H]2C[C@@H](C(=O)N[C@H](Cc3c[nH]c4ccccc34)C(N)=O)N(C(=O)c3cccn3C)C2)cc1 | i |
| CCC(C)n1nccc1NC(=O)COc1ccccc1OC (stereo unspecified) | i |
| O=C(NC1CC1)c1cc2n(n1)CCN(C(=O)Cc1[nH]nc3ccccc13)C2 | i |
| CN1CCOc2cc(S(=O)(=O)N3CC[C@H]4CC[C@@H](C3)N4)ccc21 | i |
| COc1ccc(CNC(=O)c2cccc([N+](=O)[O-])c2C)cc1 | ? |
| COc1ccc(-c2cc(-c3ccccc3)nc3nc4ccccc4c(=O)n23)cc1 | ? |
| COc1ccccc1NCc1nc2ccccc2n1Cc1ccccc1F | ? |
| Cc1nnc(Sc2cc(C(=O)NCCCN3CCC(C)CC3)c3ccccc3n2)s1 | ? |
| Cn1c(=O)cc(SCC(=O)N2CCC(Cc3ccccc3)CC2)c2ccccc21 | i |
| CCCn1ncc(CN2CCCC(Cc3cccc(OC)c3)(C(=O)OCC)C2)c1C (stereo unspecified) | i |
| CCCNc1nc(-c2nnc(-c3ccc(C)cc3)o2)nc2ccccc12 | ? |
| C=CCN1CC(C(=O)NCc2ccc(N3CCCC3=O)cc2)CC1=O (stereo unspecified) | ? |

Rewritten field by field: entries from further up.
> Cc1nnc(Sc2cc(C(=O)NCCCN3CCC(C)CC3)c3ccccc3n2)s1
- ST2 inh: ?

> C=CCN1CC(C(=O)NCc2ccc(N3CCCC3=O)cc2)CC1=O (stereo unspecified)
- ST2 inh: ?

Among those listed so far, these have an aryl thioether with sulfur outside any ring.
| SMILES | ST2 inh |
| --- | --- |
| CCC(Sc1nc2ccccc2c2nc3ccccc3n12)C(=O)NCCCOC (stereo unspecified) | i |
| O=C(CSc1ccccn1)Nc1cccc(NC(=O)CSc2ccccn2)n1 | i |
| N#CCSc1nnc(-c2ccccc2)c2ccccc12 | i |
| CSc1ccc(CC2(CCC(=O)N3CCN(c4ncc5ccccc5n4)CC3)CCC(=O)N2)cc1 (stereo unspecified) | i |
| Cc1[nH]c2ccccc2c1SCCNC(=O)C(C)(C)C | ? |
| CSc1cccc(NS(=O)(=O)c2ccc3c(c2)CCN3C(=O)C2CC2)c1 | i |
| CCSc1nc2c(c(=O)n1-c1ccc(C)cc1)SCC2 | 33%*! |
| Cc1cccc(Cc2c(C)nc3nc(SCC(=O)NCCC(C)C)nn3c2C)c1 | i |
| N#Cc1c(C(F)(F)F)cc(-c2cccs2)nc1SCC(=O)Nc1ccc(C(N)=O)cc1 | ? |
| Cc1nnc(Sc2cc(C(=O)NCCCN3CCC(C)CC3)c3ccccc3n2)s1 | ? |
| Cn1c(=O)cc(SCC(=O)N2CCC(Cc3ccccc3)CC2)c2ccccc21 | i |

Remaining list, next part:
| SMILES | ST2 inh |
| --- | --- |
| CCCc1nc2nc[nH]n2c(=O)c1NC(=O)Nc1cc(OC)cc(OC)c1 | i |
| O=C(NCCOc1ccccc1F)C12CC3CC(CC(C3)C1)C2 | i |
| O=C1NC(c2ccc3c(c2)OCO3)Nc2ccccc21 (stereo unspecified) | ? |
| COC(=O)CSC1=C(C#N)C(c2ccccc2)CC(=O)N1 (stereo unspecified) | ? |
| CC1CC(=O)C2=C(C1)OC(N)=C(C#N)C2c1cccc(F)c1 (stereo unspecified) | i |
| O=C1Nc2cc(Cl)c(Cl)cc2N(O)N1c1cccc([N+](=O)[O-])c1 | i |
| CCOC(C/C(C)=C/CO)C1=C(C)CCCC1(C)C (stereo unspecified) | ? |
| CC(CC(=O)NCc1ccccn1)c1ccccc1 (stereo unspecified) | i |

These rows are one share of the data. The share of hits here may be higher or lower than overall.
